GAA spleen mod: inhibits or activates alpha-glucosidase in human spleen homogenate; AID 2112; human spleen homogenate, 4-MU-alpha-glucoside fluorescence; Potency, µM (highest dose often 79.9 µM), for the others: at the highest dose activity change, negative = inhibition, most hits filed as inhibitors; P10253; 240,000 tested, 0.006% active;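 also: 0% = enzyme with vehicle and -100% = no enzyme basal signal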
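Human spleen homogenate (1 ug) with 4-methylumbelliferyl-alpha-D-glucopyranoside (1 mM final) in 50 mM citrate/phosphate pH 5.0, 0.01% Tween-20; 40 min at 37 C. Stopped at pH 10; 4-MU fluorescence Ex 365/Em 440 nm; AC50 by Hill fit.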
GAA inhib: blocks human lysosomal alpha-glucosidase. purified human GAA, 4-MU-alpha-glucoside fluorescence. Potency, µM (doses to about 76.9 µM), inactives show at the top dose activity change, negative = inhibition, actives largely listed as inhibitors. 200,000 tested, 0.005% active. AID 1466;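 also: plate controls were uninhibited enzyme wells for no effect and no-enzyme background for full effect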
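Endpoint fluorogenic read: 20 min room-temperature reaction of 4 nM human alpha-glucosidase with 400 uM 4-methylumbelliferyl-alpha-D-pyranoside, pH 5.0, quenched with 1M NaOH/1M glycine pH 10. AC50 from Hill modeling.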
HTT ATP protect: Huntington cell model cytoprotection by ATP luminescence; PC12 HTT-Q103 induced, cytoprotection, ATP luminescence, 40 h; Potency, µM (titrated, usually from 56.4 µM), for inactives: cytoprotection (ATP increase), hits mostly activators; 230,000 tested, 0.14% active; AID 1471;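 also: % of control where 0% means no effect; nearly all actives have a fitted effect of over 45% in size; toxic huntingtin expression switched on by the ecdysone agonist tebufenozide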
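Compounds added alongside 100 nM tebufenozide, which induces toxic Q103 huntingtin exon 1-GFP in stable PC12 cells; surviving cells quantified by luminescent ATP measurement. Medium: phenol red-free DMEM, 5% equine and 5% calf serum.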
Tau ThT inhib: tau fibrillization inhibition (ThT binding). AID 1460. 270,000 tested, 2.1% active. recombinant tau K18 P301L, heparin-induced fibrillization, ThT fluorescence. P10636. Potency, µM (titrated, usually from 57.4 µM), without a hit: top-dose activity, negative = inhibition, hits mostly inhibitors; also: % is scaled to controls: 0 for no effect and ±100 for the full control effect; nearly all actives have a fitted effect of over 55% in size
Target sequence (P10636 561-689 P618L limits assumed): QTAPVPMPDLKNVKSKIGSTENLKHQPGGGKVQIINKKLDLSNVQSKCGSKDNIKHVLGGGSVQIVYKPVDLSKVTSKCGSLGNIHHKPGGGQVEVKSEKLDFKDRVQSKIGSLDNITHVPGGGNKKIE
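Tau K18 P301L fragment (15 uM unlabeled plus 0.24 uM Alexa 594-labeled) in 100 mM sodium acetate pH 7 with compound, fibrillization induced by 20 uM heparin for 6 hr at 37 C. Thioflavin T (30 uM) added, fluorescence read after 1 hr (ex 450, em 510 nm).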
Tau FP inhib: tau fibrillization inhibition (FP); 280,000 tested, 0.39% active; K18 P301L tau heparin fibrillization, Alexa594 FP, 6 h; P10636; Potency, µM (series often up to 57.7 µM), for inactives: at the top dose activity, negative = inhibition, hits mostly inhibitors; also: % is scaled to controls: 0 for no effect and ±100 for the full control effect; nearly all actives have a fitted effect of over 55% in size
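Human K18 P301L fragment (15 uM unlabeled plus 0.24 uM Alexa 594-labeled) in 100 mM sodium acetate pH 7 with compound, aggregation induced by 20 uM heparin for 6 hr at 37 C. ThT (30 uM) added for 1 hr, then Alexa 594 FP read.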
aGal spleen mod: alpha-galactosidase A (human) modulation; human spleen homogenate, 4MU-alpha-Gal fluorescence, 40 min; 240,000 tested, 0.008% active; Potency, µM (series often up to 80 µM), for the others: top-dose activity change, negative = inhibition, hits mostly inhibitors;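 also: 0% = enzyme with vehicle and -100% = no enzyme basal signal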
Target sequence (P06280 32-429 limits assumed): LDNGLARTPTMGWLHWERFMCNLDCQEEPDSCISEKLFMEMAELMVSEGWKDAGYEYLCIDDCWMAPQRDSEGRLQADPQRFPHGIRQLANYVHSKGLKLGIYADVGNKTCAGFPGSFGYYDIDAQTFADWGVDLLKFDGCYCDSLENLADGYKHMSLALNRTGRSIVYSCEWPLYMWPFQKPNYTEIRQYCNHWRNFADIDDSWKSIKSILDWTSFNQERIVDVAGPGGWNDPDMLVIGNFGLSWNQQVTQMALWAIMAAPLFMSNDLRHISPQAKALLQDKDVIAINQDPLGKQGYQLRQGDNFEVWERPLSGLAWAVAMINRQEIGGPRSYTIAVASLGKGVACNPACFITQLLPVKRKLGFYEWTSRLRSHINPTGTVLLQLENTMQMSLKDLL
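Human spleen homogenate (1 ug) was the enzyme source, with 4-methylumbelliferyl-alpha-D-galactopyranoside (1 mM final) in pH 5.0 citrate buffer with 0.01% Tween-20. Compounds were titrated; after 40 min at 37C, NaOH/glycine stop, 4-MU fluorescence read; AC50 from Hill fits.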
Tau fluor cs: counter-screen for tau fibril formation inhibitors. tau K18 P301L (four-repeat tau fragment) Alexa594 fluorescence, heparin fibrillization. Potency, µM (series often up to 57.7 µM), without a hit: top-dose activity change, negative = decrease. 280,000 tested, 0.93% active. AID 1463; also: % is scaled to controls: 0 for no effect and ±100 for the full control effect; nearly all actives have a fitted effect of over 55% in size
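Human K18 P301L tau (15 uM unlabeled plus 0.24 uM Alexa 594-labeled, final) in 100 mM sodium acetate pH 7 was mixed with compound and 20 uM heparin and incubated 6 hr at 37 C.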
GAA glycogen: GAA glycogen-cleavage inhibition or activation | 300,000 tested, 0.38% active | recombinant GAA, glycogen substrate, Amplex Red glucose oxidase fluorescence | Potency, µM (titrated, usually from 76.4 µM), for inactives: top-dose activity change, negative = inhibition, actives largely listed as inhibitors | P10253;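 also: 0% = full enzyme reaction and -100% = no-enzyme basal signal; the screen sought inhibitors and activators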
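Recombinant human enzyme (4 nM); glycogen substrate; 37 C, 40 min, pH 5.0. Readout: coupled glucose oxidase/Amplex Red fluorescence.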
An asterisk follows results filed as active; ? = inconclusive; . = no result given; [ ] = remark or other dose. Calls follow the shape of the dose curve; as a rule, active = well fitted curve in the direction sought with a large enough effect; inconclusive = small, poorly fitted or top-dose-only effect, or another doubt; inactive = no such curve, though single readings can be large; an effect the other way counts as inactive or inconclusive. Potency is read from the fitted curve at half-maximal effect. Rows are unselected. Share with any hit: about 3.3%.

SMILES	GAA spleen mod	GAA inhib	HTT ATP protect	Tau ThT inhib	Tau FP inhib	aGal spleen mod	Tau fluor cs	GAA glycogen
C#C[C@]1(O)CC[C@H]2[C@@H]3CCc4cc(OC)ccc4[C@H]3CC[C@@]21C	3%	-2%[15.4 µM]	-59%[inhibitor]	-16%	10%	-9%	-10%	-5%
O=C(CSc1nc2ccccc2s1)Nc1ccc(Cl)c(S(=O)(=O)N2CCOCC2)c1	2%	-7%	9%[1.9 µM]	-7%	?	-1%	?	-12%
Cc1ccc(S(=O)(=O)Nc2cc(C(=O)NCCN(C)C)ccc2N2CCCCC2)cc1	-2%	-7%	24%[10 µM]	-8%	-9%	1%	-24%	?
CC(Cc1cccs1)NC(=O)Nc1ccc([N+](=O)[O-])cc1 (stereo unspecified)	-5%	-1%	-15%	-4%	1%	-4%	-24%	-3%
Cc1cc(NC(=O)C2CC=CCC2C(=O)O)no1 (stereo unspecified)	2%	1%	9%	-2%	2%	1%	1%	3%
CC(C)S(=O)(=O)c1csc(NC(=O)Nc2cccc([N+](=O)[O-])c2)c1Cl	-12%	-8%	0%[10 µM]	9%	?	-9%	?	-1%
COc1ccccc1CCNC(=O)Cc1c(C)c2cc3c(C(C)(C)C)coc3c(C)c2oc1=O	.	.	.	-2%	-11%	.	3%	-1%[76.3 µM]
COc1ccc(NC(=S)N2CCCC2)c(OC)c1	9%	9%	7%	-3%	9%	9%	-2%	-24%
C=CCOc1ccc(C(=O)N(Cc2ccc(N(C)C)cc2)C2CCS(=O)(=O)C2)cc1 (stereo unspecified)	0%	-1%	-12%	-6%	?	-4%	-6%	?
COc1ccc(C)cc1S(=O)(=O)N(CC(=O)Nc1cccc([N+](=O)[O-])c1)c1ccc(C)cc1	-7%	3%	-6%[10 µM]	7%	-3%	-7%	-2%	2%
O=NN(CCc1ccncc1)c1ccc(OCc2ccccc2)cc1	2%	2%	-3%[10 µM]	7%	-8%	-20%	0%	-2%
O=C(O)c1ccc(N/N=C/c2ccc(-c3ccccc3Cl)o2)cc1	-18%	.	-1%[10 µM]	?	14%	-3%	?	?
COc1ccc(N2CCN(CCCn3c(=S)[nH]c4ncccc4c3=O)CC2)cc1	-2%	14%	-30%	-12%	3%	0%	-9%	-4%
C=CCNC(=O)COC(=O)c1ccccc1C(=O)N(C)C1CCCCC1	-3%	3%	.	-9%	-2%	5%	-10%	0%
COc1ccc(C2CC(=O)c3c([nH]c(C(=O)OC(C)C)c3C)C2)cc1OC (stereo unspecified)	3%	2%	.	-10%	0%	10%	-14%	4%
Cc1ccc(Cn2ncc3c(N4CCN(c5ccc(C)cc5)CC4)ncnc32)cc1	5%	9%	-10%	-13%	-3%	4%	-6%	-9%
O=c1cc(Cl)[nH]c(=O)n1CCNc1ncc(C(F)(F)F)cc1Cl	-7%	?	-17%[10 µM]	-4%	-4%	-1%	-7%	-2%
O=C(NCc1ccco1)c1cccc(S(=O)(=O)N2CCc3ccccc32)c1	-1%	-1%	11%[1.9 µM]	-3%	-2%	-1%	-19%	10%
CCOc1ccc(CCNC(=O)COC(=O)Cn2cnc3ccccc3c2=O)cc1OCC	5%	1%	14%[10 µM]	-2%	-1%	5%	3%	3%
Cn1cc(C(=O)N/N=C/C2=C(N3CCOCC3)C(=C\c3ccccc3)/CC2)ccc1=O	-1%	1%	13%[0.074 µM]	?	16%	-1%	-12%	-2%
COc1ccc(OCC(=O)NNC(=O)c2nn(C)c(=O)c3ccccc23)cc1	0%	-4%	.	-17%	-11%	-2%	-15%	-2%
O=C(O)CCC(=O)N1N=C(c2ccco2)CC1c1cccs1 (stereo unspecified)	-4%	-2%	23%[10 µM]	-3%	6%	-2%	0%	10%
Cc1ccc(S(=O)(=O)N2CCN(c3cnn(-c4ccccc4)c(=O)c3Cl)CC2)cc1	0%	-17%	-3%[10 µM]	2%	-1%	-2%	7%	-2%
C/C(=N\NC(=S)NC1CCCCC1)c1cccc(C(F)(F)F)c1	0%	.	4%[10 µM]	-2%	-7%	-1%	-11%	-2%
CCOC(=O)c1[nH]cnc1C(=O)Nc1ccncc1	1%	-2%	-2%[0.074 µM]	-15%	1%	8%	-2%	4%

Compound profiles, from the list above:
`COc1ccc(NC(=S)N2CCCC2)c(OC)c1` is listed with GAA spleen mod = 9%; GAA inhib = 9%; HTT ATP protect = 7%; Tau ThT inhib = -3%; Tau FP inhib = 9%; aGal spleen mod = 9%; Tau fluor cs = -2%; GAA glycogen = -24%
`O=C(NCc1ccco1)c1cccc(S(=O)(=O)N2CCc3ccccc32)c1` is listed with GAA spleen mod = -1%; GAA inhib = -1%; HTT ATP protect = 11%[1.9 µM]; Tau ThT inhib = -3%; Tau FP inhib = -2%; aGal spleen mod = -1%; Tau fluor cs = -19%; GAA glycogen = 10%
`CCOC(=O)c1[nH]cnc1C(=O)Nc1ccncc1` is listed with GAA spleen mod = 1%; GAA inhib = -2%; HTT ATP protect = -2%[0.074 µM]; Tau ThT inhib = -15%; Tau FP inhib = 1%; aGal spleen mod = 8%; Tau fluor cs = -2%; GAA glycogen = 4%

Limited to GAA inhib, for 2 of the compounds above:
canonical_smiles,GAA inhib
COc1ccc(C2CC(=O)c3c([nH]c(C(=O)OC(C)C)c3C)C2)cc1OC (stereo unspecified),2%
Cc1ccc(Cn2ncc3c(N4CCN(c5ccc(C)cc5)CC4)ncnc32)cc1,9%

Further results:
SMILES	GAA spleen mod	GAA inhib	HTT ATP protect	Tau ThT inhib	Tau FP inhib	aGal spleen mod	Tau fluor cs	GAA glycogen
O=C(CSc1nncs1)Nc1cc(-c2ccccc2)nn1-c1ccccc1	-2%	-4%	11%[10 µM]	0%	-2%	-16%	-5%	4%
C/C(=N\NC(=O)c1nn(C)c(C)c1Br)c1cccc(NC(=O)c2ccoc2C)c1	2%	-4%	.	?	-9%	5%	-4%	-4%
Cc1ccc(/C=C(\C#N)c2nc(-c3ccc(-c4ccccc4)cc3)cs2)cc1	.	.	.	?	-3%	.	-1%	-5%[76.3 µM]
Cc1cccc2nc(-c3ccccn3)c(Nc3ccc(F)cc3)n12	.	.	.	?	0%	.	?	?
Cc1ccc(C)c(NC(=S)NCC(c2ccccc2)N(C)C)c1 (stereo unspecified)	3%	-3%	-13%	3%	1%	-2%	8%	10%
COc1cc(CNCCCN2CCOCC2)ccc1OCC(=O)Nc1cccc(C(F)(F)F)c1	-20%	-3%	-37%	0%	-1%	-19%	-3%	8%
CCOC(=O)C1CCN(C(=O)C2CCN(S(=O)(=O)c3cccc4cccnc34)CC2)CC1	-3%	-4%[15.4 µM]	-9%	-3%	3%	-2%	1%	7%
COC(=O)CNC(=O)CNC(=O)Nc1ccccc1Cl	12%	-4%	0%	-7%	10%	10%	0%	8%
CCOC(=O)c1sc2ncn(CC(=O)Nc3ccc(C)cc3C)c(=O)c2c1C	.	.	.	2%	-16%	.	-5%	-3%[76.3 µM]
Cc1cc(C)c(C(=O)CSc2n[nH]c(-c3ccncc3)n2)c(C)c1	-2%	9%	-43%[inhibitor]	-12%	4%	-10%	-15%	11%
CC1=CC(C)(C)n2c(O)c(N=NC(N)=S)c3cc(C)cc1c32	4%	-16%	-1%[10 µM]	-11%	2%	6%	-16%	-1%
CCCCn1cc(S(=O)(=O)c2ccccc2)c(=O)c2cc(F)c(N3CCN(CCC)CC3)cc21	.	.	.	2%	2%	.	3%	13%[76.3 µM]
CCOC(=O)C(NC(=O)N(C)C)(Nc1sc(C)c(CC)c1C#N)C(F)(F)F (stereo unspecified)	2%	1%	12%[10 µM]	?	0%	-1%	-12%	?
O=C(N/N=C/c1cn(-c2cccs2)nc1-c1ccccc1)c1ccccc1Cl	-2%	-10%	-6%[10 µM]	-9%	?	-4%	?	-13%
Cc1cc(C)cc(C(=O)N2CC(=O)Nc3ccc(C)cc3C2c2ccccc2)c1 (stereo unspecified)	.	.	.	-20%	2%	.	-13%	-14%[76.3 µM]
COc1ccc(-c2noc(CSc3nnc(-c4ccncc4)n3-c3ccc(C)c(C)c3)n2)cc1	.	.	.	-12%	12%	.	-14%	-8%[76.3 µM]
CCCN1CN(Cc2ccccc2)CC2=C1CC(C)(C)CC2=O	0%	-3%	-15%	-7%	-12%	1%	-9%	-16%
Cc1cc(Cl)ccc1OCC(=O)N/N=C/c1ccc(OC2OC(CO)C(O)C(O)C2O)cc1 (stereo unspecified)	6%	.	11%[10 µM]	.	.	4%	.	-5%
CCCCNC(=S)NC(=O)c1ccc(Cl)cc1Cl	-11%	-4%	-37%	-21%	2%	-15%	-16%	-6%

Screens (PubChem)
